PAD4 inh: PAD4 (human) enzyme inhibition; Q9UM07; recombinant PAD4, RCA probe fluorescence polarization; inhibition, % at 6.36 µM; hit rate 0.41% among 330,000; AID 485272;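 active = percent inhibition above a cutoff equal to the mean of all tested compounds plus 3 SD, cut at about 15% in these data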;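 also: 0% = PAD4 with RCA probe and DMSO and 100% = probe without PAD4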
Target sequence (Q9UM07 whole entry, looked up): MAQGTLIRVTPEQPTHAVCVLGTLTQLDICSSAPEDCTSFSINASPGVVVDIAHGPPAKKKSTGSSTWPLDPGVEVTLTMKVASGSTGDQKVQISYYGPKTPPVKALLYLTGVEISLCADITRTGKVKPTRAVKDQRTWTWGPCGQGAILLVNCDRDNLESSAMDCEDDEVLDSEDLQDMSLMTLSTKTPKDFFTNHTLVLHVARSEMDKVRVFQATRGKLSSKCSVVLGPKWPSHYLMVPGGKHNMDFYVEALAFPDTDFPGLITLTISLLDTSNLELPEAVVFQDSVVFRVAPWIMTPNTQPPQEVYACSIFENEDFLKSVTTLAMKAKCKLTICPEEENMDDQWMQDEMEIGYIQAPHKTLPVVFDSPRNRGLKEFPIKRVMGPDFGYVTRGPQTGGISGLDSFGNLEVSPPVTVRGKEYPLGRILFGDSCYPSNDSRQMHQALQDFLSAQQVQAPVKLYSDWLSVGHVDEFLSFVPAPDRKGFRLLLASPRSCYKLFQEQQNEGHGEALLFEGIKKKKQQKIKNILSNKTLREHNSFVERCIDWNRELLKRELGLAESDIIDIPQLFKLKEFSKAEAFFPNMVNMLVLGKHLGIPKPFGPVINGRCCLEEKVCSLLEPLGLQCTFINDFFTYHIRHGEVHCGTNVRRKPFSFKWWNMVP
LYPLA1 counter: LYPLA1 (human) inhibition in PME1 counter-screen; inhibition, % at 5.9 µM; O75608; hit rate 0.16% among 320,000; recombinant LYPLA1, FP-Rh probe fluorescence polarization;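 active = inhibition above the mean of all tested compounds plus 3 SD, set per campaign, cut at about 14% in these data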;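 also: inhibitors block serine hydrolase probe labeling of LYPLA1 so polarization falls; 0% = enzyme with DMSO and 100% = wells lacking LYPLA1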
Target sequence (O75608 whole entry, looked up): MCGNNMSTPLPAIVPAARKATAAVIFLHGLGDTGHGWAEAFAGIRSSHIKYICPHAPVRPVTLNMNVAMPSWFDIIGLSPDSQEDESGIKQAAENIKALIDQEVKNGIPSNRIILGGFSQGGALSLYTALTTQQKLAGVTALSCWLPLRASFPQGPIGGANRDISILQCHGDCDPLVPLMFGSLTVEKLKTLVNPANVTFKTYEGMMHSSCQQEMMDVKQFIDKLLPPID
PME-1 primary: PME-1 (human) inhibition; AID 2130; hit rate 0.53% among 320,000; inhibition, % at 5.9 µM; recombinant PME-1, FP-Rh probe fluorescence polarization; Q9Y570;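 active = inhibition above the campaign mean of all compounds plus 3 SD, cut at about 26% in these data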;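 also: competitive labeling of PME-1 active site by serine hydrolase directed probe; 0% = PME-1 with DMSO and 100% = wells lacking PME-1 enzyme; inhibitors block probe labeling so polarization falls and inhibition rises; many of its hits are not listed in these tables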
pPAFAH FP inh: pPAFAH (human) enzyme inhibition. inhibition, % at 3.39 µM. Q13093. recombinant pPAFAH, FP-rhodamine probe fluorescence polarization. hit rate 1.5% among 330,000. AID 463082;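 active = inhibition above the mean inhibition across the screen plus 3 SD, cut at about 25% in these data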;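 also: inhibitors block binding of the rhodamine activity-based probe so polarization drops; 0% = enzyme with DMSO and 100% = wells lacking pPAFAH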
GSTO1 inh: GSTO1 inhibition, counter-screen for RBBP9 inhibitors. P78417. recombinant GSTO1, activity-based probe fluorescence polarization. inhibition, % at 5.96 µM. hit rate 1.1% among 300,000. AID 1974;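 active = inhibition above the campaign mean inhibition plus 3 SD, cut at about 35% in these data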;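 also: 0% = GSTO1-1 with DMSO and 100% = wells lacking GSTO1-1 enzyme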
PAFAH1B3 inh: blocks human PAF acetylhydrolase 1B catalytic subunit 3; Q15102; recombinant PAFAH1B3, FP-rhodamine probe, fluorescence polarization; inhibition, % at 3.39 µM; hit rate 0.28% among 340,000; AID 492972;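 active = inhibition above the screen-wide average of all tested compounds plus 3 SD, cut at about 25% in these data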;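 also: 0% = enzyme with DMSO only and 100% = wells lacking PAFAH1B3 protein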
Fam108B inh: Fam108B inhibition, counter-screen for RBBP9 inhibitors; recombinant Fam108B, FP-Rh probe fluorescence polarization; inhibition, % at 9.51 µM; hit rate 0.33% among 300,000; AID 1947;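 active = inhibition above the screen mean inhibition plus 3 SD, computed separately per campaign, cut at about 18% in these data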;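 also: inhibitors lower polarization as less probe binds the enzyme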
PAFAH1B2 FP inh: inhibitors of human PAFAH1B2; inhibition, % at 3.39 µM; P68402; hit rate 1.2% among 340,000; AID 492953; recombinant PAFAH1B2, FP-rhodamine activity probe, fluorescence polarization;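 active = inhibition above the mean of all tested compounds plus 3 SD, cut at about 24% in these data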;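 also: 0% = enzyme with DMSO and 100% = wells lacking PAFAH1B2; many of its hits are not listed in these tables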
PAFAH2 FP inh: inhibitors of human PAFAH2 | hit rate 0.99% among 340,000 | inhibition, % at 3.39 µM | AID 492956 | Q99487 | recombinant PAFAH2, FP-rhodamine activity probe, fluorescence polarization;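 active = inhibition above the mean over all tested compounds plus 3 SD, cut at about 30% in these data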;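 also: inhibitors block probe labeling of enzyme so polarization drops; 0% = enzyme with DMSO and 100% = wells lacking PAFAH2 protein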
Starred values were filed as active, the others as inactive; . = not tested or not shown. Not all compounds are listed; rates above refer to the full screens.

SMILES | PAD4 inh | LYPLA1 counter | PME-1 primary | pPAFAH FP inh | GSTO1 inh | PAFAH1B3 inh | Fam108B inh | PAFAH1B2 FP inh | PAFAH2 FP inh
O=C(Nc1ccc2nccnc2c1)Nc1ccccc1Cl | -8 | 1 | -8 | -3 | -1 | 2 | -2 | 6 | -3
C/C(=N\NC(=O)c1cc(C)[nH]n1)C(C)(C)C | -3 | 1 | -6 | 0 | 5 | 8 | 2 | 6 | 1
COc1ccc(C(=O)CSc2ccccc2C(=O)O)cc1 | -4 | 2 | -2 | 1 | 5 | 6 | 1 | 4 | 0
Cc1ccc(Nc2ccccc2)nn1 | -5 | -1 | 3 | 2 | -4 | 4 | 3 | 1 | 3
COc1ccc(F)cc1CN1CCN(CC(=O)N2CCc3ccccc32)CC1 | -4 | 2 | -6 | -3 | 1 | 7 | -4 | 2 | 10
CCn1c(C)nc2cc(C(=O)NN=Cc3ccccc3OC(F)F)ccc21 | -3 | . | . | -1 | . | 5 | . | -1 | -6
O=C(NCC(c1ccco1)N1CCc2ccccc2C1)c1cccc(F)c1 (centres undefined) | 5 | -4 | 0 | 6 | 4 | 5 | 4 | 4 | 4
CC(C)(C)c1ccc(/C=C2\Oc3cc(O)ccc3C2=O)cc1 | -3 | 0 | -31 | 16 | -14 | 5 | 2 | 11 | 47*
Cc1cc(C)nc(NS(=O)(=O)c2ccc(NC(=O)CCCN3C(=O)c4ccccc4C3=O)cc2)n1 | 1 | 4 | 1 | 7 | 2 | 11 | -1 | 3 | 8
NCCCC[C@H]1CN=C(N)N1CCc1cccc2ccccc12 | 0 | 0 | 4 | 3 | 4 | 8 | 2 | -2 | 3
CC(C)CC(NC(N)=O)C(=O)Nc1ccc2c(c1)OCO2 (centres undefined) | -4 | 7 | 4 | 4 | -4 | 6 | 3 | 8 | 5
COc1cc(SC)ccc1C(=O)NCCc1ccccc1 | -6 | -3 | -1 | -1 | -2 | 6 | 0 | -3 | -5
CCOC(=O)[C@@H]1[C@H]2COc3ccccc3[C@H]2N2C(=O)N(c3cccc(Cl)c3)C(=O)[C@@]12C | 8 | -1 | 3 | 10 | 4 | -9 | 4 | 3 | -13
CC1CCN(C(=O)CCc2nnc3ccc(NCc4ccco4)nn23)CC1 | 7 | 0 | 2 | 6 | -2 | 2 | 1 | 2 | 6
CCOC(=O)C1CCCN(C(=O)C2CCCN(S(=O)(=O)c3ccc4c(c3)oc(=O)n4C)C2)C1 (centres undefined) | -5 | 1 | -5 | 0 | 0 | 0 | -3 | 1 | -2
Cc1ccc(NC(=O)CSc2n[nH]c(-c3ccccn3)n2)cc1 | 9 | 1 | -6 | -2 | 6 | 5 | -1 | 0 | -11
C=CCc1c(C)nc(-c2ccccc2)nc1N/N=C(\C)c1ccccc1 | -4 | -4 | -2 | -3 | -2 | 7 | -2 | -2 | 5
C[C@@H](C(=O)NCC1CC1)[C@@H]1C[C@@]1(C)[C@@H](NC(=O)OCc1ccccc1)c1ccccc1 | -4 | -2 | 1 | 1 | -3 | -1 | -2 | 1 | -2
Cc1cc(NC(=O)c2ccc3c(c2)OCO3)ccc1NC(=O)c1ccccc1 | 0 | 0 | -2 | 4 | -1 | 4 | 4 | 2 | -3
Cc1ccc(NS(=O)(=O)c2ccc(N/N=C/c3ccncc3)c([N+](=O)[O-])c2)c(C)c1 | 2 | 1 | -5 | 24 | 4 | -6 | -2 | -2 | 7
CCS(=O)(=O)N1Cc2ccccc2CC1C(=O)Nc1ccccc1OC (centres undefined) | -6 | -2 | -4 | 13 | -3 | -11 | -4 | 5 | -10
COC(=NC(C)C)NC(C)C | 3 | -2 | 4 | 0 | 1 | . | -3 | . | .
COc1cccc(OCC(O)CN2CCC(Cc3ccccc3)CC2)c1 (centres undefined) | -6 | 5 | 3 | -4 | 4 | -2 | 4 | -3 | 4
CCOC(=O)c1nn(-c2ccc(F)cc2)c(=O)cc1OCC(=O)Nc1ccc(F)c(F)c1 | -1 | 0 | -1 | 4 | 4 | 5 | 2 | 1 | -3
CCNC(=O)NC(=O)CN(C)c1ccccc1 | 0 | 4 | -2 | -8 | 6 | -2 | -4 | 6 | 1
CCOc1cc(C2C3=C(CC(C)(C)CC3=O)N(CCOC)C3=C2C(=O)CC(C)(C)C3)ccc1O | -2 | 3 | 1 | 7 | 0 | 5 | -4 | 1 | 4
Cc1ccc(NC(=O)NNC(=O)COc2ccc([N+](=O)[O-])cc2)cc1C | -4 | -22 | -49 | -18 | -10 | -1 | -36 | -7 | -31
CC(C)CNC(=O)c1cc(-c2ccc3c(c2)OCO3)on1 | 7 | 4 | -1 | -1 | 1 | 2 | 1 | 5 | 5
Cn1c(=NC(=O)COc2ccccc2)sc2cccc(F)c21 | -5 | 0 | 0 | -6 | -4 | 6 | 2 | 0 | -4
COc1ccc(-c2nnc(SCC(=O)Nc3ncc(C(F)(F)F)cc3Cl)n2CC(C)C)cc1 | 1 | 4 | -2 | 2 | -1 | 0 | 3 | 2 | -2
COc1ccccc1NC(=O)COC(=O)c1cc(C)nc2ccccc12 | -3 | 0 | -2 | 1 | . | 7 | . | -6 | -5
Cc1ccc2nc(Cl)c(CNCc3ccccc3)cc2c1 | 6 | -1 | -7 | 14 | 1 | 7 | -1 | 0 | -2
COc1ccc(N2CCN(c3nc(-c4cccs4)nc4ccccc34)CC2)cc1 | 3 | -1 | -5 | 5 | 9 | 8 | 1 | 8 | 6
Cc1ccc(CN(C)C(=O)c2ccccc2Sc2ccccc2C#N)cc1 | 3 | 1 | 18 | 4 | -2 | 6 | 0 | 5 | 10
Nc1ccc2nc(-c3cccs3)[nH]c2c1 | -7 | 0 | 3 | 11 | 4 | 7 | 0 | 5 | 5
Cn1c(SCC(=O)Nc2ccc(N3CCOCC3)cc2)nnc1C1CC1 | 0 | -2 | -2 | -6 | . | 6 | . | 4 | 2
COc1ccc(C(NC(=O)C(C)C)c2ccc3cccnc3c2O)cc1 (centres undefined) | 2 | 5 | 4 | 5 | -1 | 5 | 3 | -1 | 2
COc1cccc(CNC(=O)COC(=O)c2cccc(S(=O)(=O)N3CCN(C(C)=O)CC3)c2)c1 | 0 | -2 | 6 | 16 | . | 3 | . | 3 | 17
NC(=O)c1ccsc1NC(=O)COC(=O)C1CCCN1C(=O)c1cccs1 (centres undefined) | 0 | 0 | 1 | 9 | 9 | . | -1 | . | .
O=C(NNC(=O)C1C2C=CC(C2)C1C(=O)O)c1ccccc1 (centres undefined) | 2 | 1 | 2 | 3 | 2 | 3 | 2 | 1 | 2
COc1ccc(N2C(=O)C3C4C=CC(CC4)C3C2=O)c([N+](=O)[O-])c1 (centres undefined) | -1 | 0 | -4 | -2 | 1 | -3 | 0 | 2 | 0
COCCNc1nnc(SCC(=O)NC2CCCCC2)s1 | -4 | 1 | 5 | 1 | . | 6 | . | 3 | 1
C=CCNCCCCOc1ccccc1 | -3 | 1 | -14 | -4 | 4 | 9 | -1 | 5 | -8
CCN(C(=O)CSc1nnc(Cc2ccccc2F)n1N)C1CCS(=O)(=O)C1 (centres undefined) | 4 | 2 | 4 | 6 | 2 | 5 | -1 | 8 | 0
Cc1cc(C)n(-c2ncnc3ccccc23)n1 | 0 | -3 | -6 | -3 | 2 | -2 | -4 | 2 | 4
CCOc1cccc(C(=O)Nc2nccs2)c1 | 6 | 3 | -3 | -6 | -2 | 5 | 8 | 7 | -3
CCN1C(=O)[C@H]2[C@@H](c3ccc(Cl)cc3)N3C(=O)CN(CCOC)C(=O)[C@@]3(Cc3ccccc3)[C@H]2C1=O | 4 | -2 | 1 | 6 | -2 | 5 | -3 | 1 | 3
COC(=O)/C(=C1/Oc2cc3c(cc2S1)OCO3)C(F)(F)F | -4 | -2 | -2 | 1 | 0 | 11 | -1 | 1 | 2
COc1ccc2[nH]c(=O)c(CN(C(C)=O)c3ccc(C)cc3C)cc2c1 | 1 | 2 | -6 | 1 | -1 | 5 | 3 | 2 | 1
CCCC1CC(C#N)N(N(C)C)C1=C(C#N)C#N (centres undefined) | -1 | 2 | 2 | -3 | -3 | -7 | 3 | 5 | -10
O=C(Nc1ncc2c(n1)CC(c1ccc(Cl)cc1)CC2=O)c1ccco1 (centres undefined) | 5 | -1 | 1 | 10 | 1 | 1 | 1 | 2 | -1
Cc1ccc(S(=O)(=O)Nc2ccc3c(c2)nc2n3CCN(Cc3ccccc3)C2)cc1 | -7 | -4 | 0 | 6 | 2 | 4 | -3 | 11 | -23
Fc1ccccc1NC(=S)N(CCN1CCCCC1)Cc1ccco1 | -5 | 0 | 4 | -6 | -5 | 0 | -6 | 3 | 1
Brc1ccccc1OCCCN1CCOCC1 | 2 | -1 | -2 | 0 | 0 | 0 | -3 | -2 | 4
Fc1ccc(NCc2nnc(SCc3nnc(-c4ccccc4)o3)n2Cc2ccccc2)cc1 | 2 | -7 | -1 | 3 | -7 | 7 | -1 | 11 | -2
CCOc1ccc2ccccc2c1C1NC(=O)NC(C)=C1C(=O)OCCOC (centres undefined) | -3 | -5 | 2 | 4 | 4 | 4 | -2 | 7 | -4
CCOC(=O)c1c(NC(=O)COC(=O)Cn2cnc3c2c(=O)n(C)c(=O)n3C)sc(C)c1CC | -2 | 2 | -3 | 2 | 17 | -3 | 0 | 10 | -2
O=C(NCCc1ccc(Cl)cc1)Nc1ccc(F)cc1 | -5 | 0 | 3 | 3 | 5 | 1 | 2 | 20 | -1
Cc1ccccc1N(CC(=O)NC1CCCC1)C(=O)C1(C)CC(=O)N=C2C=CC(Cl)=CN21 (centres undefined) | 6 | -2 | -4 | 2 | 13 | 7 | -1 | 8 | 5
Cc1ccc(N=N/C(=C\O)C(=O)c2ccncc2)cc1 | 0 | 0 | 8 | 2 | -1 | -2 | 8 | -2 | 6
The listing continues:
SMILES | PAD4 inh | LYPLA1 counter | PME-1 primary | pPAFAH FP inh | GSTO1 inh | PAFAH1B3 inh | Fam108B inh | PAFAH1B2 FP inh | PAFAH2 FP inh
CCOC(=O)c1ccccc1NC(=O)Cn1c(-c2nonc2N)nc2ccccc21 | -1 | -6 | -4 | 0 | 4 | -3 | 1 | 1 | -9
COc1ccc(CN(C)C(=O)c2ccc(Oc3ccccc3)cc2)cc1F | 0 | 6 | -3 | 2 | 5 | 4 | 0 | 3 | 4
C=CCC[C@@H](Cc1ccc(F)cc1)C(=O)OC[C@H]1CCCN1C(=O)[C@@H](CC=C)CC(=O)N[C@H](CO)Cc1ccccc1 | -3 | . | . | 4 | . | 4 | . | 1 | -1
O=C(Nc1ccccn1)c1ccc(-c2ccccc2)cc1 | -1 | -2 | -10 | -1 | -8 | 3 | -2 | 2 | 0
Cc1ccc(C(c2nnnn2C2CCCC2)N2CCc3ccccc32)cc1 (centres undefined) | 0 | -3 | 5 | 4 | 1 | 7 | -1 | -5 | -5
O=C(NC1CC1)C1=C[C@H](c2csc3ccccc23)C[C@H](OCc2ccc(CO)cc2)O1 | 0 | -2 | 5 | 0 | 1 | 10 | -3 | 3 | 5

Among those listed so far, these contain a cyano group:
SMILES | PAD4 inh | LYPLA1 counter | PME-1 primary | pPAFAH FP inh | GSTO1 inh | PAFAH1B3 inh | Fam108B inh | PAFAH1B2 FP inh | PAFAH2 FP inh
Cc1ccc(CN(C)C(=O)c2ccccc2Sc2ccccc2C#N)cc1 | 3 | 1 | 18 | 4 | -2 | 6 | 0 | 5 | 10
CCCC1CC(C#N)N(N(C)C)C1=C(C#N)C#N (centres undefined) | -1 | 2 | 2 | -3 | -3 | -7 | 3 | 5 | -10

Source: PubChem (The Scripps Research Institute Molecular Screening Center)
